Source: PubChem (several laboratories)
SV40 large T antigen: TAg ATPase/helicase activity blockers – biochemical (AID 1903) | one-dose inhibition, % at 20 µM; IC50 in µM for titrated hits | SV40 large T antigen ATPase/helicase inhibition assay; higher % means a stronger effect | 0.39% of 310,000 active; in the data active = a potency from the dose series; inconclusive = inhibition mostly from about 32% at the one dose, without a potency; inactive = the rest, 99 in 100 with inhibition below about 32%; note: strong numbers were not always called active
West Nile virus CPE: West Nile virus antiviral activity, cell-based, CPE readout (AID 1621). 0.02% of 290,000 active. one-dose CPE inhibition, % at 10 µM; IC50 in µM for titrated hits. West Nile virus-infected cells, CPE inhibition; higher % means a stronger effect; in the data active = a potency from the dose series; inconclusive = CPE inhibition mostly from about 3.7% at the one dose, without a potency; inactive = the rest, 99 in 100 with CPE inhibition below about 2.2%; note: strong numbers were not always called active
NTR1 agonist: NTR1-driven beta-arrestin-GFP spot formation – imaging, U2OS cells, high content, primary screen (AID 493036) | 0.17% of 330,000 active | agonist mode | activation, % at 20 µM;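 active = activation at or above 40% of the spot to cytoplasm intensity ratio, with at least 20 cells analyzed; inconclusive = wells under 20 cells, flagged as cytotoxic or low count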;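 note: 0% = DMSO without peptide and 100% = 100 nM NTR1 peptide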
Target sequence (P30989 whole entry, looked up): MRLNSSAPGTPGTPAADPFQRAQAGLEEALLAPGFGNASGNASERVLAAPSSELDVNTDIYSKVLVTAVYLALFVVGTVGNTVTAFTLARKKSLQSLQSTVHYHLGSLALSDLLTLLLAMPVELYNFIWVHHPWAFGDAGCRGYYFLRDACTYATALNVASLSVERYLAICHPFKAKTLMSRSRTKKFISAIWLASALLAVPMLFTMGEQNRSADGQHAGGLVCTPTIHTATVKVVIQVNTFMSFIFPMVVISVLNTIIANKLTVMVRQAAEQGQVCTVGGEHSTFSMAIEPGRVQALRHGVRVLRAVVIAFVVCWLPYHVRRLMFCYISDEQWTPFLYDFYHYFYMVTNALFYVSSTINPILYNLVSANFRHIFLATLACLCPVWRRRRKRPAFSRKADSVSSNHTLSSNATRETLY
MgcRacGAP inhibition: MgcRacGAP GTPase-activating activity inhibitors, confirmation, biochemical, ADP Hunter fluorescence. MgcRacGAP-stimulated Rac1 GTP hydrolysis, ADP Hunter fluorescence; higher % means a stronger effect; GST-tagged Rac1 F28L mutant substrate. inhibition, % at 30 µM, or IC50 in µM where a hit was titrated. 0.6% of 340,000 active. AID 624330;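 active = first-screen hits whose inhibition reached a set limit at any dose in the follow-up dose series; inconclusive = inhibition above the set first-screen limit but never retested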;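 note: fluorescence reports GDP produced by GAP-driven GTP hydrolysis; strong numbers were not always called active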
Salmonella PhoP GFP: PhoP-dependent GFP reporter repression – Salmonella Typhimurium, primary screen (AID 1863); 0.16% of 300,000 active; S. Typhimurium PhoP-regulated promoter GFP reporter, 4 h; higher % means a stronger effect; one-dose inhibition, % at 50 µM; IC50 in µM for titrated hits;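 active = inhibition over 29.93%, a cutoff 3 SD above the screen mean, later confirmed by dose response; inconclusive = inhibition over 29.93% but no dose response follow-up; inactive = inhibition at most 29.93% or unconfirmed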;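 note: 0% = low Mg2+ inducing control and 100% = high Mg2+ repressing control; strong numbers were not always called active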
T cell HTS: T cell immune modulation candidate. AID 2052. 2C CD8+ T cell-vesicle binding, flow cytometry; stronger effect = lower value. calls only at 7 µM. 0.068% of 330,000 active;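 active = response, share of CD8 T cells binding vesicles, and their 90th percentile fluorescence all below set limits, cut at about 80% in these data, passing the limit was not always enough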
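Incubation: binding step 1.5 h, 37 °C, antibody labelling 20 min, ice; system: murine 2C transgenic CD8+ T lymphocytes; technique: cytometric PE anti-B7-1 and Alexa647 anti-CD8 signals after 1% paraformaldehyde fixation; also added: QL9-charged Drosophila Ld/ICAM-1/B7-1 vesicles; control set: naked versus QL9-loaded vesicles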
RSV antiviral HEp-2: inhibition of RSV-induced cytopathic effect – HEp-2 cells, primary 10 µM value included (AID 2391); HEp-2 cells, RSV-induced CPE inhibition; higher % means a stronger effect; CPE inhibition, % at 10 µM; hits with a dose series show IC50 in µM; 0.13% of 310,000 active; in the data active = a potency from the dose series; inconclusive = CPE inhibition mostly from about 23% at the one dose, without a potency; inactive = the rest, 99 in 100 with CPE inhibition below about 21%; note: strong numbers were not always called active
NS5 inhibitors: flavivirus cap methylation enzyme inhibition – biochemical, confirmation dose response, primary screen (AID 588689) | Dengue-2 NS5 methyltransferase capping enzyme assay, biochemical; higher % means a stronger effect | inhibition, % at 25 µM; hits with a dose series show IC50 in µM | 0.3% of 340,000 active; in the data active = a potency from the dose series; inconclusive = inhibition above about 29% without an active follow-up result
UTI89 phage lysis: protection from phage-mediated lysis, alamar blue read-out – E. coli UTI89, K1F phage, bacterial capsule biogenesis inhibitors (AID 488966) | 0.02% of 340,000 active | E. coli UTI89 K1F phage lysis, alamar blue, 2 h; higher % means a stronger effect | inhibition, % at 100 µM; hits with a dose series show IC50 in µM;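 active = phage lysis inhibition, versus mean bacterial control, above a set limit; inconclusive = no clear call, values can overlap the other calls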;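 note: capsule biogenesis inhibitors block K1F phage lysis so surviving cells raise fluorescence; higher fluorescence means more inhibition of phage lysis; actives were called in the ten point dose series up to 300 µM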
T cell HTS vesicle-bound %: recorded beside T cell HTS, whose call it bears; double positive events, %; measured here: CD8+ vesicle-bound cell fraction;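 binding gate set so that unloaded-vesicle control wells show 10% double positive cells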
NTR1 agonist cell count 20 µM: recorded beside NTR1 agonist, whose call it bears; cell count; measured here: cell count, cytotoxicity flag
* marks the source's active call; other numbers are inactive results; i = inactive; ? = inconclusive; . = no result given; [ ] = another dose, or the depositor's remark.

Under each structure: SV40 large T antigen	West Nile virus CPE	NTR1 agonist	NTR1 agonist cell count 20 µM	MgcRacGAP inhibition	Salmonella PhoP GFP	T cell HTS	T cell HTS vesicle-bound %	RSV antiviral HEp-2	NS5 inhibitors	UTI89 phage lysis
- O=C(C1CCC(=O)N(C2CC2)C1)N1CCC(Oc2ccccc2F)CC1 (centres undefined)
  5%	-1.7%	0.9	55	8%	-2%	i	24	1.5%	4%	0.2%
- Cc1cc(C)cc(C(=O)NCC(=O)OCC(=O)N(C)C2CCS(=O)(=O)C2)c1 (centres undefined)
  6%	0.2%	1.7	76	8%	5%	i	32	1.0%	-4%	5.6%
- Cn1nc(SCC(=O)O)sc1=S
  3%	0.6%	-0.7	87	10%	-3%	i	21	-0.5%	-2%	0.1%
- O=C(NNS(=O)(=O)c1ccc(Cl)cc1Cl)c1cc2ncc(C(F)(F)F)cc2s1
  8%	-0.8%	-0.9	46	16%	0%	i	37	2.6%	5%	5.6%
- Oc1cccc(Nc2nc(-c3ccccc3)nc3ccccc23)c1
  4%	0.4%	38	81	14%	9%	i	14	45%	1%	0.2%
- C=CCN(CC=C)C(=O)CN1C(=O)NC(Cc2c[nH]c3ccccc23)C1=O (centres undefined)
  3%	-1.0%	1.6	78	5%	10%	i	47	-0.3%	4%	0.5%
- COc1ccc(C(=O)NCC(=O)OCC(=O)Nc2cccc(S(=O)(=O)N3CCCC3)c2)cc1
  8%	0.1%	0.5	61	11%	-2%	i	52	-0.9%	-2%	-0.1%
- Clc1ccc(-c2noc3c2-c2nc(Cc4cccc5ccccc45)sc2CC3)cc1
  8%	.	-1.1	94	9%	10%	i	51	7.5%	-3%	0.0%
- COc1ccc(/C=C/C(=O)Nc2ccccc2C(F)(F)F)cc1
  7%	-0.3%	-1.0	63	1%	-7%	i	51	1.4%	1%	-0.9%
- Cn1c(SCC(=O)NCC2CCCO2)ncc(C(=O)Nc2ccc(F)cc2)c1=O (centres undefined)
  22%	.	8.2	60	8%	7%	i	40	1.7%	-4%	0.2%[50 µM]
- CCCCOc1ccc(-c2nnn(CCC(=O)N3CCOCC3)n2)cc1
  -7%	-1.1%	0.1	65	-15%	0%	i	28	12%	-6%	1.1%
- Cc1cc2c(Nc3ccc(O)cc3)ncnc2s1
  5.5µM*	0.7%	-0.2	48	?	1%	i	40	0.7%	1%	0.0%
- CC(C)C(C)NC(=O)COc1ncnc2sccc12 (centres undefined)
  6%	-0.5%	1.6	41	2%	5%	i	25	2.3%	-3%	0.0%
- COc1ccc2nc(SCCC(=O)O)cc(C)c2c1
  10%	0.4%	-1.3	61	12%	-7%	i	10	2.5%	12%	0.1%
- CCOc1ccccc1NC(=O)CCS(=O)(=O)c1ccc2c(c1)CC(C)N2C(C)=O (centres undefined)
  11%	0.0%	-0.2	63	7%	2%	i	55	0.9%	2%	0.0%
- CC12CCC(=O)N1C(C(=O)Nc1nnc(SCc3ccc(F)cc3)s1)CS2 (centres undefined)
  14%	1.1%	1.7	49	6%	-3%	i	61	0.9%	-3%	-0.1%
- Cc1ccc(S(=O)(=O)/N=C2\C=C(Nc3cccc(C(=O)O)c3)C(=O)c3ccccc32)c(C)c1
  17%	1.2%	5.2	60	7%	2%	i	13	-2.2%	13%	-2.2%
- N#Cc1c2c(c(NCCN3CCOCC3)n3c1nc1ccccc13)CCCC2
  17%	-1.0%	3.3	87	10%	-2%	i	25	7.2%	-12%	0.0%
- COc1ccc(-c2cc(C#N)nc(Cl)n2)cc1
  2%	0.2%	-0.6	39	11%	8%	i	18	15%	-2%	0.1%
- COc1ccccc1NC(=S)N(CCc1c(C)[nH]c2ccccc12)Cc1cccs1
  -2%	-0.4%	-0.8	91	11%	6%	i	28	1.3%	-3%	-0.3%
- COc1ccc(OCCCC(=O)Nc2cccc([N+](=O)[O-])c2C)cc1
  -1%	-0.8%	-1.1	45	4%	-3%	i	41	3.1%	6%	3.2%
- Cc1csc2ncc(C(=O)N(Cc3ccccc3)c3ccccn3)c(=O)n12
  2%	0.0%	-2.4	51	2%	1%	i	33	2.2%	-4%	0.9%
- CCC(=O)Oc1ccc2c(=O)c(-c3ccc4ccccc4n3)c(CC)oc2c1C
  -1%	-0.6%	1.6	42	2%	22%	i	52	5.9%	-1%	4.0%
- CSc1ncccc1C(=O)OCC(=O)N(C)c1c(N)n(Cc2ccccc2)c(=O)[nH]c1=O
  9%	.	1.6	61	8%	2%	i	42	0.4%	-1%	0.6%[50 µM]
- CCC(C)C1C(C#N)=C(N)Oc2n[nH]c(-c3ccccc3)c21 (centres undefined)
  14%	0.2%	4.1	88	12%	-5%	i	38	3.6%	-3%	?
- COc1cc(C(=O)NCC(=O)n2nc(C)cc2C)cc(OC)c1OC
  2%	0.0%	0.0	92	12%	-2%	i	29	1.9%	-2%	0.4%
- Cn1c(SCC(=O)N2CCCCC2)nc2c(c1=O)SCC2
  5%	-0.5%	0.1	63	11%	-4%	i	65	1.5%	0%	1.1%[50 µM]
- CCOc1ccc(N=Cc2c(O)cc(C)oc2=O)cc1
  19%	0.1%	-1.3	94	30%	1%	i	17	-0.1%	-2%	-0.1%
- COC(=O)C1=NN(C(=O)c2ccc(Cl)cc2)C(O)(c2ccccc2)C1 (centres undefined)
  5%	-0.1%	0.3	53	-12%	-4%	i	46	-0.2%	-7%	-0.4%
- COc1cccc(C(=O)O/N=C(\N)c2ccncc2)c1
  7%	0.0%	2.4	79	13%	1%	i	21	2.1%	6%	-0.5%
- CCCN(Cc1cc2cccc(C)c2[nH]c1=O)C(=O)c1cccc(OC)c1
  .	-0.5%	0.0	34	0%	.	i	26	4.7%	2%	-0.6%
- CS(=O)(=O)N1CCN(C(=O)NC23CC4CC(CC(C4)C2)C3)CC1
  17%	-0.7%	0.1	73	-2%	4%	i	48	4.4%	-4%	0.9%
- CCOc1ccc2nc(Cl)c(CN(C(C)=O)C3CCCCC3)cc2c1
  14%	-1.4%	0.8	91	11%	-1%	i	48	0.6%	-5%	-0.2%
- COc1cccc(-c2nnc(SCCOc3ccc4c(C)cc(=O)oc4c3)o2)c1
  9%	-0.4%	1.0	39	8%	13%	i	57	3.2%	0%	0.0%
- O=C(Cc1ccccc1)NC(=S)Nc1ccc(OC(F)F)cc1
  11%	0.7%	2.6	52	6%	8%	i	62	11%	-2%	0.0%
- COCCCNC(=O)C1CCCN(S(C)(=O)=O)C1 (centres undefined)
  10%	0.4%	1.8	56	4%	2%	i	32	1.9%	0%	4.3%
- CCOC(=O)C1(Cc2ccc(OC)cc2)CCN(C(=O)c2csc(C)n2)CC1
  5%	-0.8%	2.2	31	4%	-12%	i	50	0.9%	3%	-0.1%
- COCCNC(=O)CSc1ncnc2sccc12
  13%	0.8%	3.3	81	3%	-6%	i	10	0.9%	-11%	1.0%
- CCN(CC(=O)Nc1ccc(Cl)c(S(=O)(=O)N(C)C)c1)CC(=O)NC(C)C
  5%	-0.7%	0.2	54	-3%	-6%	i	46	-0.9%	-2%	-0.8%
- CCc1cc(SC#N)cc(C)c1N
  26%	0.1%	1.1	74	21%	2%	i	29	0.6%	-2%	-0.1%

SV40 large T antigen, what is marked active above
SMILES	SV40 large T antigen	West Nile virus CPE	MgcRacGAP inhibition	Salmonella PhoP GFP	T cell HTS	T cell HTS vesicle-bound %	RSV antiviral HEp-2	NS5 inhibitors
Cc1cc2c(Nc3ccc(O)cc3)ncnc2s1	5.5µM*	0.7%	?	1%	i	40	0.7%	1%

Other results:
Under each structure: SV40 large T antigen	West Nile virus CPE	NTR1 agonist	NTR1 agonist cell count 20 µM	MgcRacGAP inhibition	Salmonella PhoP GFP	T cell HTS	T cell HTS vesicle-bound %	RSV antiviral HEp-2	NS5 inhibitors	UTI89 phage lysis
- O=C(O)c1cccc(S(=O)(=O)N2CC=C(c3ccccc3)CC2)c1
  .	.	-1.6	87	4%	.	i	37	4.4%	-11%	0.0%[50 µM]
- CCOc1ccccc1C(=O)NCC(=O)NC(C)c1ccc(-n2ccnc2)cc1 (centres undefined)
  7%	.	-0.1	85	-1%	-5%	i	60	1.9%	5%	2.0%[50 µM]
- Cc1ccc(C)c(NC(=O)CN(C)C(=O)C2=NNC(=O)CC2)c1
  .	.	-0.2	55	0%	.	i	35	.	-1%	0.4%[50 µM]
- CCN(CC(=O)Nc1ccccc1OC)C(=O)c1cc(S(=O)(=O)N2CCCCCC2)ccc1OC
  2%	.	2.7	53	3%	-6%	i	52	0.6%	-4%	-1.7%
- CCOC(=O)c1sc(N/N=C/c2ccc(N(C)C)cc2)nc1C
  29%	-1.2%	1.4	22	6%	-3%	i	58	1.8%	-5%	-1.1%
- C=CCNC(=S)N/N=C/c1cn(C)c2ccccc12
  10%	0.7%	2.5	61	.	0%	i	38	1.2%	.	.
- Cc1cc(NC(=O)CC2Oc3ccccc3NC2=O)ccc1Br (centres undefined)
  4%	-0.8%	4.6	52	11%	-9%	i	25	12%	-7%	0.2%
- CC(C)c1nnc(SCC(=O)NCc2ccco2)n1C
  2%	-0.3%	-1.4	60	3%	10%	i	33	0.9%	12%	1.0%
- CC(=O)NC12CC3CC(C1)CC(C(=O)OCC(=O)c1ccc4c(c1)OCCO4)(C3)C2
  5%	-0.1%	0.9	58	8%	35%	i	32	0.7%	-5%	0.3%
